Source: PubChem (Sanford-Burnham Center for Chemical Genomics)
H9c2 TAG inh = reduces triacylglycerol accumulation in H9c2 cells | inhibition, % at 12.5 µM | Nile Red lipid (TAG) fluorescence; cells loaded with 200 µM oleic acid | 230,000 tested, 0.66% active;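 active = pattern-corrected inhibition of lipid staining of at least 50% with the nuclear-stain viability signal not falling by more than 50%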;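 also: 0% = DMSO wells and 100% = triacsin C control wells; some results filed as inactive read as strong as hits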
H9c2 TAG inh DAPI viability = further read-out of H9c2 TAG inh, marked with its call; DAPI nuclei signal change (viability), lower = more cytotoxic, %;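 whole-well DAPI fluorescence read on a plate reader as a viability signal; minus 50 percent equals half of cells still viable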
* marks the source's active call; other numbers are inactive results; & = joins results of further samples. A portion of the library. The share of hits here may be higher or lower than overall.

Sequence of screens: H9c2 TAG inh | H9c2 TAG inh DAPI viability
> Cc1cc(=O)c2c(=O)[nH][nH]c2[nH]1
→ 3.5 | 10.4
> C=CCn1c(SCC(=O)/C(C#N)=C(\C)N)nc2sc(CC)cc2c1=O
→ -0.9&10.4 | -24.1&4.9
> CCN1CCN(c2ccc(S(=O)(=O)N3CCCCC3)cc2NC(=O)C(C)Oc2ccc(F)cc2)CC1 (stereo unspecified)
→ 8.0 | 6.1
> O=C(Nc1ncccn1)c1ccc([N+](=O)[O-])cc1Cl
→ -3.8 | 5.4
> CC(=O)c1c(C)oc2ccc(O)c(CN3CCOCC3)c12
→ 4.5 | 1.7
> C/C(=N\NC(=O)COc1ccc(C)cc1[N+](=O)[O-])c1ccc2c(c1)OCCO2
→ 34.3 | 4.8
> O=C(CCl)c1ccc(Cc2ncc(C(F)(F)F)cc2Cl)s1
→ 15.0 | -0.5
> COc1ccc(-c2nc(SCC(=O)Nc3cc(C)on3)n[nH]2)cc1
→ 1.0 | 0.4
> CCN=C1SC(C(=O)Nc2cccc(Cl)c2)CC(=O)N1CC (stereo unspecified)
→ 13.9 | 15.9
> CCOC(=O)N1CCN(C(=O)CN(C2CCCCC2)S(C)(=O)=O)CC1
→ -23.7 | 5.3
> O=C(/C=C/c1ccccc1[N+](=O)[O-])N1CCN(C(=O)c2ccco2)CC1
→ 19.5 | -4.8
> O=C(NCc1ccco1)c1ccc(N2CCCC2=O)cc1
→ 7.3 | -9.6
> CC(C)Cc1nnc(NC(=O)CC(C)c2ccccc2)s1 (stereo unspecified)
→ -21.4 | 0.5
> COc1cc(CC(NC(C)=O)C(=O)NC2CCN(c3nc(C)cc(C)c3C#N)CC2)cc(OC)c1 (stereo unspecified)
→ 22.0 | -18.3
> COc1ccc(OC)c(S(=O)(=O)N2CCC(C(=O)Nc3ccc(C)c(C)c3)CC2)c1
→ 2.4 | 10.5
> CC(C)N(c1ccccc1)c1ccc(NC(=O)C2CCCO2)cc1 (stereo unspecified)
→ 9.9 | 0.4
> O=C(Nc1ccccn1)c1ccc(Cl)c(S(=O)(=O)N2CCOCC2)c1
→ 10.2 | -13.4
> CCO/C=C1/C(=O)N(CC)c2ccccc21
→ 23.1 | -17.9
> CC1(C(=O)NS(=O)(=O)Cc2cccc(Cl)c2)CCN1C(=O)CCc1cccs1 (stereo unspecified)
→ -3.3 | 5.1
> Cc1cccc(CNc2ncnc3[nH]ncc23)c1
→ -52.6 | 0.7
> Cn1cnnc1SCC(=O)Nc1ccc2ccccc2c1
→ -11.1 | 1.1
> COC(=O)Sc1nc(N2CCOCC2)c2c(c1C#N)CC(C)(C)OC2
→ -19.1 | 7.9
> COC(=O)C(Cc1ccccc1)NC(=O)c1ccc(NS(=O)(=O)c2ccc3[nH]c(=O)[nH]c3c2)cc1 (stereo unspecified)
→ -3.1 | 9.1
> COc1ccc(-c2nc3n(c(=O)c2C#N)CCS3)cc1
→ 10.4 | 1.8
> Cn1c(=O)c2cn(-c3ccccc3)cc2n(C)c1=O
→ 0.8 | -4.8
> COc1ccc(NC(=O)C2CCCN2C(=O)Nc2cccc(F)c2)cc1 (stereo unspecified)
→ -0.2 | 3.2
> COc1cc(OC)c(-c2nc3ccccc3s2)cc1OC
→ 28.1 | 128.0
> c1ccc(-c2cc3nc(NCc4cccs4)nc(NCc4ccc5occc5c4)c3s2)cc1
→ 31.8 | 0.0
> O=C1c2cccc3c(N4CCCCC4)ccc(c23)C(=O)N1c1ccccn1
→ 15.3 | -1.9
> Cc1ccc(C2(c3ccccc3)NC(=O)N(CC(=O)NC3(C#N)CCCC3)C2=O)cc1C (stereo unspecified)
→ 10.5 | 4.9

Other records:
Sequence of screens: H9c2 TAG inh | H9c2 TAG inh DAPI viability
> S=C(N/N=C/c1ccccc1Cl)Nc1cccc(Cl)c1Cl
→ 33.4 | -3.6
> COc1ccccc1N1CSC2=C(C#N)C(c3ccc(SC)cc3)CC(=O)N2C1 (stereo unspecified)
→ 6.8 | -1.9
> COc1cccc(OC)c1CN(C)C(=O)c1cnccc1C(F)(F)F
→ -9.5 | 0.6
> COc1ccc2c(c1)OC[C@H]1[C@H]2N2C(=O)c3ccccc3NC(=O)[C@@]2(C)[C@H]1c1ccccc1
→ -21.9 | -23.6
> COc1ccc(NC(=O)C2Cc3c(-c4ccccc4)ccnc3O2)cc1OC (stereo unspecified)
→ -20.1 | 2.4
> O=C(C1=C[C@@H](c2ccc(C(F)(F)F)cc2)C[C@@H](OCCCCO)O1)N1CCN(Cc2ccccc2)CC1
→ 6.0 | 6.0
> Cc1n[nH]c(=O)c2c(NC(=O)COC(=O)COc3cccc(Br)c3)oc(C)c12
→ -13.0 | -4.9
> O=C(CSc1nc2ccccc2nc1N1CCCCC1)N1CCN(c2ccccc2)CC1
→ 18.3 | 3.4
> CCS(=O)(=O)c1ccc(O)c(NC(=O)CCCC(=O)O)c1
→ 5.0 | -2.6
> Cc1ccc(S(=O)(=O)N(C)c2ccccc2C(=O)Nc2c(F)cccc2F)cc1
→ 1.2 | -6.3
> O=C(NCC(c1ccco1)N1CCCC1)c1cc2cc(Cl)ccc2o1 (stereo unspecified)
→ -7.6 | 2.6
> NC(=NC1CCCCC1)c1ccc([N+](=O)[O-])cc1
→ -3.1 | 5.6
> C/C(CC(=O)Nc1ccc2c(c1)OCCO2)=N\NC(=O)c1ccccn1
→ -5.4 | 9.3
> Cc1c(Cl)cccc1NC(=S)N1CCN(C(=O)C2CCCO2)CC1 (stereo unspecified)
→ -12.6 | 4.2
> O=C(Nc1ccnn1C1CCN(Cc2cc3ccccc3[nH]2)CC1)C1CCOC1 (stereo unspecified)
→ -0.1 | -1.3
> Cc1cc[n+](CC(=O)c2ccc(NC(=O)c3ccccc3)cc2)c2ccccc12
→ -26.1 | 10.3
> CCOc1cccc(NC(=O)CSc2nc(C)c3c(c2C#N)CCCC3)c1
→ 12.4 | -8.4
> Cc1cnc(C(=O)OCC(=O)N2CCN(S(=O)(=O)c3ccc(Cl)cc3)CC2)cn1
→ -7.9 | 12.1
> O=C(Nc1nnc(C2CC2)s1)c1ccncc1
→ -3.9 | -1.0
> COc1ccc(C2=NOC(CNC(=O)c3ccccc3Br)C2)c(OC)c1 (stereo unspecified)
→ 9.6 | 4.7
> Cc1nn2cc(-c3ccc(-c4ccccc4)cc3)nc2s1
→ -8.9 | -4.5
> NC(=O)CC[C@@H]1NC(=O)[C@@H]2CCCN2C(=O)c2cc([N+](=O)[O-])cc(I)c2NCCCC[C@@H](C(=O)NC(CC(=O)O)C(N)=O)NC1=O (stereo partly specified)
→ 21.6 | -6.2
> CC1(C)CC(=O)C2=C(C1)OC1=C(C(=O)CC(C)(C)C1)C2c1ccc(O)c([N+](=O)[O-])c1
→ 3.6 | -5.5
> COc1cccc(NC(=O)Nc2nnc(Cc3ccccc3)s2)c1
→ -2.1 | 5.8
> Cc1ccc(C(=O)CSC2=C(C#N)C(c3ccco3)C3=C(CCCC3=O)N2)cc1 (stereo unspecified)
→ 3.0 | -10.6
> O=c1c2ccsc2ncn1Cc1ccc(Cl)cc1
→ 5.2 | -6.1
> O=C(CCc1nc(-c2ccccc2)no1)N1CCCC1
→ 7.0 | -7.6
> CC(C)(C)N(Cc1ccccc1)C(=O)c1ccc(Br)o1
→ -2.0 | -11.5
> Nn1c(SCc2nc3ccccn3c2Br)nnc1-c1cccnc1
→ -40.8 | 5.3
> Cc1[nH]c2c(Cl)cccc2c(=O)c1CN1CCCC1
→ -2.0 | -1.1

Exported in CSV form: 16 of the compounds above
molecule,H9c2 TAG inh,H9c2 TAG inh DAPI viability
O=C(Nc1ccnn1C1CCN(Cc2cc3ccccc3[nH]2)CC1)C1CCOC1 (stereo unspecified),-0.1,-1.3
Cc1cc[n+](CC(=O)c2ccc(NC(=O)c3ccccc3)cc2)c2ccccc12,-26.1,10.3
CCOc1cccc(NC(=O)CSc2nc(C)c3c(c2C#N)CCCC3)c1,12.4,-8.4
Cc1cnc(C(=O)OCC(=O)N2CCN(S(=O)(=O)c3ccc(Cl)cc3)CC2)cn1,-7.9,12.1
O=C(Nc1nnc(C2CC2)s1)c1ccncc1,-3.9,-1.0
COc1ccc(C2=NOC(CNC(=O)c3ccccc3Br)C2)c(OC)c1 (stereo unspecified),9.6,4.7
Cc1nn2cc(-c3ccc(-c4ccccc4)cc3)nc2s1,-8.9,-4.5
NC(=O)CC[C@@H]1NC(=O)[C@@H]2CCCN2C(=O)c2cc([N+](=O)[O-])cc(I)c2NCCCC[C@@H](C(=O)NC(CC(=O)O)C(N)=O)NC1=O (stereo partly specified),21.6,-6.2
CC1(C)CC(=O)C2=C(C1)OC1=C(C(=O)CC(C)(C)C1)C2c1ccc(O)c([N+](=O)[O-])c1,3.6,-5.5
COc1cccc(NC(=O)Nc2nnc(Cc3ccccc3)s2)c1,-2.1,5.8
Cc1ccc(C(=O)CSC2=C(C#N)C(c3ccco3)C3=C(CCCC3=O)N2)cc1 (stereo unspecified),3.0,-10.6
O=c1c2ccsc2ncn1Cc1ccc(Cl)cc1,5.2,-6.1
O=C(CCc1nc(-c2ccccc2)no1)N1CCCC1,7.0,-7.6
CC(C)(C)N(Cc1ccccc1)C(=O)c1ccc(Br)o1,-2.0,-11.5
Nn1c(SCc2nc3ccccn3c2Br)nnc1-c1cccnc1,-40.8,5.3
Cc1[nH]c2c(Cl)cccc2c(=O)c1CN1CCCC1,-2.0,-1.1

Random excerpt: 2 records from the list
Sequence of screens: H9c2 TAG inh | H9c2 TAG inh DAPI viability
> Cc1[nH]c2c(Cl)cccc2c(=O)c1CN1CCCC1
→ -2.0 | -1.1
> Cc1ccc(S(=O)(=O)N(C)c2ccccc2C(=O)Nc2c(F)cccc2F)cc1
→ 1.2 | -6.3

Following part
Sequence of screens: H9c2 TAG inh | H9c2 TAG inh DAPI viability
> NC(=O)C1CCN(C(=O)c2ccc(NC3=NC4CS(=O)(=O)CC4S3)cc2)CC1 (stereo unspecified)
→ 7.3 | -3.2
> CCOC(=O)c1c(C)[nH]c(C(=O)OCC(=O)NC(C)(C)C)c1C
→ -25.5 | 9.4
> CN(C(=O)COC(=O)/C=C/c1ccccc1[N+](=O)[O-])c1ccccc1
→ 0.9 | 0.2
> CCN(C(=O)C1CCCN(c2nc(-c3ccc(OC)cc3)no2)C1)c1ccccc1F (stereo unspecified)
→ -17.2 | -15.7
> O=C(NCc1ccncc1)c1ccc(NS(=O)(=O)c2cccc([N+](=O)[O-])c2)cc1
→ -2.6 | 9.5
> CCCOc1ccc(/C(O)=C2/C(=O)C(=O)N(CCCn3ccnc3)C2c2cccs2)cc1 (stereo unspecified)
→ 2.2 | 9.3
> Cc1cc(C)nc(SC2CCOC2=O)n1 (stereo unspecified)
→ -12.3 | 9.6
> Cc1[nH]c(-c2ccc3c(c2)OCO3)nc1C(=O)O
→ 5.7 | 3.5
> COc1ccc(NC(=O)CN(C)C(=O)c2cccc(S(=O)(=O)N3CCN(c4ccc(F)cc4)CC3)c2)cc1
→ -9.3 | -0.6
> Cc1ccc(CNC(=O)C(=O)NCC2OCCN2S(=O)(=O)c2ccc(C)cc2)cc1 (stereo unspecified)
→ -7.9 | 6.5
> O=C(O)CCN1C(=O)NC2(CCCC2)C1=O
→ 6.8 | -6.6
> COc1ccc2[nH]c3c(c2c1)CCN1C(=O)C(CC(=O)NCc2ccc(OC)c(OC)c2)C[C@H](C(=O)N(C(C)C)C(C)C)[C@@]31C (stereo partly specified)
→ 20.0 | -2.3
> CC(=O)Oc1ccc2nc(-c3cccs3)oc(=O)c2c1
→ 9.0 | 7.7
> O=C(CCC(=O)N1CCN(S(=O)(=O)c2ccccc2)CC1)c1ccc(Br)cc1
→ -4.6 | 5.5
> CNC(=O)OCCSCCS(=O)(=O)c1ccc(Cl)cc1
→ 1.0 | 5.7
> Cc1ccc(Cn2cc(SCC(N)=O)c3ccccc32)cc1
→ -31.1 | 3.3
> COC(=O)C1=C(C)N(C)C(=O)NC1c1ccc(O)c(Cl)c1 (stereo unspecified)
→ 6.8 | -6.8
> COc1ccc(CCC(=O)N2CCN(S(=O)(=O)c3ccc(C)cc3)CC2)cc1
→ 4.8 | -8.1
> O=C(C1CCCN(S(=O)(=O)c2ccc(Br)cc2)C1)N1CCOCC1 (stereo unspecified)
→ 10.8 | 2.7
> OCc1ccc(-c2cccc3nccn23)cc1
→ -18.0 | 11.3
> COc1ccc(S(=O)(=O)NCc2ccc(C(=O)N3CCN(c4ccccn4)CC3)cc2)cc1
→ 11.9 | -4.1
> CC(C)Nc1ncnc2c1ncn2[C@H]1CN(CCN2CCOCC2)C[C@@H](CO)O1
→ -7.8 | 5.2
> O=C(COC(=O)COc1ccc(Cl)cc1)Nc1cccnc1Cl
→ -4.4 | -2.6
> CN(c1ccccc1C(=O)NCc1ccccn1)S(C)(=O)=O
→ -12.8 | 4.5
> Cc1ccc(OCC(=O)Nc2ccc(S(=O)(=O)Nc3cc(C)nc(C)n3)cc2)c(C)c1
→ 1.0 | -4.4
> COc1ccc(CC(N)c2csc(NC(=O)c3ccccc3)n2)cc1 (stereo unspecified)
→ 150.5 | -130.8
> Cc1ccc(Cc2c(C)nc3nc(SCC(=O)NCCN4CCOCC4)nn3c2C)cc1
→ 10.7 | -3.4
> CCC(=O)Nc1nnc(SCC(=O)N2c3ccccc3CC2C)s1 (stereo unspecified)
→ -7.8 | 3.7
> C=CCN(c1ccccc1)S(=O)(=O)c1cccc(C(=O)Nc2ccncc2)c1
→ 9.9 | -5.2
> S=C(NCCCN1CCOCC1)Nc1ccc(Cl)cc1
→ 8.0 | 3.7
